Compound activity: PubChem BioAssay, several laboratories
AddAB inh – less growth of phage-infected E. coli with AddAB. E. coli expressing H. pylori AddAB, absorbance growth. inhibition, % at 11.9 µM. 0.29% of 330,000 active; in the data active = inhibition above about 12%;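 also: 0% = vehicle wells of infected cells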
Mot1-301 SUMO – SUMOylation pathway inhibition by Mot1-301 growth rescue. growth rescue, % at 18.8 µM. AID 2716. S. cerevisiae Mot1-301 growth rescue, ATP luminescence, 38.5C; percent above DMSO median, 100 means doubled. 1% of 320,000 active;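 active = every valid replicate shows activation above 250% relative to neutral control wells; inactive = the rest, any valid replicate at or below 250%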;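 also: OY570 slx delta 5 strain wells were the positive control but not used for scaling; some compounds called inactive have numbers as strong as hits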
phage Ecoli inh – E. coli growth loss with phage present | growth absorbance | inhibition, % at 11.9 µM | 0.26% of 360,000 active | AID 651602; in the data active = inhibition above about 11%
PfHsp90 yeast 2 – inhibits growth of yeast expressing Plasmodium falciparum Hsp90; inhibition, % at 9.4 µM; S. cerevisiae expressing PfHsp90, BacTiter-Glo ATP, 48 h; yeast lacking PDR1 and PDR3 efflux regulators; 0.32% of 310,000 active; AID 504621;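 active = every replicate shows inhibition above about 80%, whatever the replicate mean, limit read from the data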;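 also: 0% = DMSO neutral controls and 100% = 20 µM radicicol positive controls; yeast relying on Plasmodium falciparum Hsp90 in place of its own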
PKA-R1A activ – activators of PKA-R1A complex; AID 504707; 0.083% of 340,000 active; activation, % at 11.4 µM; P00514+P68181; PKA-R1A dissociation, Cy5-IP20 fluorescence polarization; scaled: DMSO 0%, 113 µM cGMP 100%;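 active = percent activation above the mean of all tested compounds plus 3 SD, cut at about 19% in these data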;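 also: higher means more PKAc released from R1A so a rise in polarization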
DSG3 Ab inh – blocks pemphigus antibody binding to human desmoglein-3 | AID 588358 | DSG3-coupled beads, scFv-anti-DSG3-GFP binding, flow cytometry; active compounds read low | 0.48% of 310,000 active | binding (percent of control), % at 10 µM;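 active = binding more than 3 SD below its plate's average and above zero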;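 also: hits lower antibody fragment binding to DSG3; some compounds called inactive have numbers as strong as hits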
OPRM1-OPRD1 ag – OPRM1-OPRD1 heterodimerization agonism | 0.3% of 340,000 active | cells, luminescence | activation, % at 9.3 µM; in the data active = activation above about 18%;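 also: 0% = vehicle-treated cells and 100% = reference agonist; values of inactives mirror those of a sister screen read the other way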
Target sequence (P35372 whole entry, looked up): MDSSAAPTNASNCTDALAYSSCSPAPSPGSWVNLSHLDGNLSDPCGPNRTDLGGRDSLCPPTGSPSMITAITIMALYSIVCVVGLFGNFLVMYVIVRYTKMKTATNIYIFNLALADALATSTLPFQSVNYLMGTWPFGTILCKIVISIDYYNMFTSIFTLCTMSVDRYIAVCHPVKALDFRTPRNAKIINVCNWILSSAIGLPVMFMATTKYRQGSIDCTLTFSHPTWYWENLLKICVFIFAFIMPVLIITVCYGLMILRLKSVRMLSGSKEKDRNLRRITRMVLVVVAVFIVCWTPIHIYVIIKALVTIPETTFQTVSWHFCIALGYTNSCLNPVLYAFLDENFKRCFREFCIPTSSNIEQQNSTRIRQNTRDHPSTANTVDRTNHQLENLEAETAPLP
Target sequence (P41143 whole entry, looked up): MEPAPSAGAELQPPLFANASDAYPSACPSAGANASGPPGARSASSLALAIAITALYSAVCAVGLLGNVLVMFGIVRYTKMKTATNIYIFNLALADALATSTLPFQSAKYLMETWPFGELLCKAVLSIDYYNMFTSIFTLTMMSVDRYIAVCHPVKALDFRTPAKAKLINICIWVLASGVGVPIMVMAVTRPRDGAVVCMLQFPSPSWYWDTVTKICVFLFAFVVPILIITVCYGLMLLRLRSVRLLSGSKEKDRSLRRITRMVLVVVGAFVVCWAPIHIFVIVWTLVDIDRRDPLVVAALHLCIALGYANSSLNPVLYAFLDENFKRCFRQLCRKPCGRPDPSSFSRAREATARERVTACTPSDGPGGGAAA
MOR-DOR inv ag – mu-delta opioid heterodimer inverse agonism. P35372+P41143. cell-based MOR-DOR heterodimer luminescence. inhibition, % at 9.3 µM. 0.21% of 340,000 active. AID 504357; in the data active = inhibition above about 22%, passing the limit was not always enough;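 also: 0% = cells with DMSO and 100% = wells without cells with DMSO; values of inactives mirror those of a sister screen read the other way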
Ecoli viability – bacterial growth inhibition, counter-screen for AddAB inhibitors. E. coli V3065 growth, OD600 absorbance, 18 h. inhibition, % at 11.9 µM. 0.27% of 330,000 active;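 active = inhibition above the campaign's mean inhibition across all tested compounds plus 3 SD, cut at about 9.9% in these data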;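 also: uninfected addAB+ strain grown without phage in ampicillin broth; 0% = DMSO wells and 100% = ciprofloxacin 0.95 µg/ml wells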
Arr AP2 block – human beta-arrestin and AP2 interaction inhibition | 0.31% of 340,000 active | FITC-arrestin peptide / GST-AP2 beads, flow cytometry; AP2 beta2 appendage carries R879A mutation | inhibition, % at 10 µM;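 active = inhibition above a set limit, near 3 SD of compounds lacking own fluorescence, cut at about 54% in these data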;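 also: plate controls were DMSO wells for no effect and 5 µM unlabelled arrestin peptide for full effect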
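System: GST-tagged AP2 beta2-adaptin appendage (R879A) on 4 µm glutathione beads / Reagent: FITC-arrestin peptide, 50 nM / Detection: HyperCyt-sampled flow cytometry, FL1 channel, ex 488/em 535 nm / Timing: 12 min plus 1 h, RT / Buffer or medium: PBS plus Tween 20 (0.05%) and BSA (0.1%)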
Tat export inh – E. coli Tat transport inhibition | inhibition, % at 10 µM | 0.036% of 340,000 active | E. coli MC4100 TorA-mCherry Tat export, fluorescence | AID 488895;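 active = mean replicate inhibition at least 50% and at least half of replicates individually reaching 50%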;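 also: exported cargo escapes ClpAP degradation while cytoplasmic cargo is degraded and loses fluorescence; 0% = median of neutral control wells and 100% = median of NaSCN control wells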
* = called active by the depositor; i = inactive; x = not tested or not shown. Outcome played no part in choosing rows; overall some 2.8% were active at least once.

Every second line gives: AddAB inh, Mot1-301 SUMO, phage Ecoli inh, PfHsp90 yeast 2, PKA-R1A activ, DSG3 Ab inh, OPRM1-OPRD1 ag, MOR-DOR inv ag, Ecoli viability, Arr AP2 block, Tat export inh
O=C(Cn1nnc(-c2cc(C(F)(F)F)cc(C(F)(F)F)c2)n1)NNC(=S)Nc1ccc(Cl)cc1
 : 1.6, 3, 1.9, -58, -15, x, -1.0, 5, -1.4, -12, -8
O=C(c1nc2ccccn2c1CN1CCN(c2ccccc2O)CC1)N1CCCC1
 : 0.6, -14, 3.1, 1, 3, 100, -1.6, 8, 0.2, -1, -7
O=C(Cn1c(=O)sc2ccccc21)NCc1ccco1
 : 1.8, 1, 1.6, -32, 0, 102, -1.0, 5, -0.3, 6, -5
COc1ccc(N2C(N)=NC(N)=NC23CCCC3)cc1
 : 3.6, -29, 2.1, -7, 0, 108, -2.6, 11, 3.1, -9, 1
CC(CCc1ccccc1)NC(=O)/C=C/c1ccc(Cl)cc1 (stereo not drawn)
 : 4.0, -15, 2.3, 19, -3, 108, 6.2, -33, 2.3, 2, 1
COc1ccc(NS(=O)(=O)c2csc(C(=O)N3CCCC3)c2)c(OC)c1
 : 1.3, -9, 0.8, -3, -5, x, -1.1, 6, 0.9, 6, -13
CS(=O)(=O)N1CCN(c2ccccc2NC(=O)Cc2ccccc2)CC1
 : 2.6, -12, 2.2, -16, -12, 105, -0.5, 3, -0.2, -8, -2
CCN(CC)CCNc1nc(-c2ccc(OC(F)F)cc2)c(C)s1
 : -0.3, x, 1.2, 3, -5, 106, -1.6, 7, -1.7, 3, 3
COc1ccc(C2N(C(C)=O)CCCN2S(=O)(=O)c2ccc(C)cc2)cc1 (stereo not drawn)
 : 2.4, 8, 2.5, -82, -5, 104, 0.1, 0, -1.2, -4, -7
O=C1NC2(CCCCCC2)C(=O)N1Cc1ccc(Br)cc1
 : 2.0, -11, 1.4, -21, -3, 104, -0.1, 1, 0.0, 2, -7
Cc1sc2nc[nH]c(=S)c2c1-c1ccccc1
 : 3.4, -10, 2.7, -20, -1, x, 0.3, -1, -4.8, 25, 7
CCC(C)[C@H](NC(=O)NCc1ccccc1)C(=O)O (stereo partly drawn)
 : -1.3, -14, 2.7, -30, 8, 99, 0.0, 0, -2.1, 7, 4
O=C1c2ccccc2C(=O)N1CSc1nnc(Nc2ccccc2F)s1
 : 2.6, -2, 4.8, -13, -10, 99, 0.2, -1, 1.1, 23, 1
CCN(CC(=O)NCc1ccc(F)cc1)S(=O)(=O)c1ccc(C)cc1
 : 3.5, 59, 1.8, 4, 5, 101, -4.0, 18, 1.7, 28, -2
O=C(NCc1nc(-c2ccc(C(F)(F)F)cc2)no1)Nc1ccc(F)cc1F
 : 2.5, 15, 1.2, -1, 10, 107, 9.2, -47, 1.1, 33, -3
CCOC(=O)Cc1csc(NC(=O)Cc2ccccc2)n1
 : -0.3, 16, 0.0, x, -3, 126, -1.4, 7, -3.1, 23, -5
O=S(=O)(Nc1ccc(-c2cn3cccnc3n2)cc1)c1ccccc1
 : -0.5, -15, 3.0, 19, x, 106, x, x, -2.0, 4, -6
COc1ccc2c(c1)c(=O)oc1c(C)c(OC(C)C(=O)N[C@@H](Cc3c[nH]c4ccc(O)cc34)C(=O)O)ccc12 (stereo partly drawn)
 : 3.5, -5, 0.9, 8, -10, 100, -2.3, 11, -1.2, 5, 3
O=C(Nc1cccc(S(=O)(=O)N2CCCCC2)c1)c1ccc(S(=O)(=O)C(F)F)cc1
 : 6.1, -9, 0.6, -11, -1, 87, 0.2, -1, -1.4, 33, 0
CC(C)OC(=O)CSc1nc(N2CCOCC2)c2c(c1C#N)CC(C)(C)OC2
 : 0.2, 71, 3.3, 9, 3, 92, -3.0, 17, -0.3, 8, 4
CC(OC(=O)C1CC=CCC1C(N)=O)C(Cl)=C(Cl)Cl (stereo not drawn)
 : 0.2, 6, 2.5, x, 5, 107, -2.0, 9, -1.6, -6, 16
O=C(Cn1cnc2c(NC(=O)OCc3ccccc3)ncnc21)NCCN1CCOCC1
 : 0.5, 13, 2.4, x, -5, 99, x, x, -0.1, 4, 1
CN(C(=O)CSc1nc(-c2ccc(C(C)(C)C)cc2)c(C#N)c(=O)[nH]1)C1CCCCC1
 : -2.2, -14, 0.9, -15, -3, 105, -2.1, 11, -0.2, 6, 26
Cc1ccc(Cn2c(CCNc3nc(-c4ccc(Cl)c([N+](=O)[O-])c4)cs3)nc3cc(C(=O)NCCCO)ccc32)cc1
 : 4.3, -15, -2.2, 0, -3, 104, -1.3, 7, -2.2, 4, 11
Cn1c(NCc2ccco2)nc2c1c(=O)n(Cc1ccc(Cl)c(Cl)c1)c(=O)n2C
 : 2.7, 5, 1.0, -9, 9, 93, 1.1, -4, -0.4, 1, 4
O=C(c1ccco1)N1CCN(C(=O)c2cc(Cl)nc3ccccc23)CC1
 : 0.2, -4, 3.0, x, -4, 101, -2.9, 16, -0.2, -1, -5
C=CCN1C(=O)CSc2ccc(C(=O)OCC)cc21
 : 0.8, -17, 1.0, 0, -4, 102, -2.5, 13, -0.4, -1, 0
COCCCNC(=O)CN(c1cc(C(F)(F)F)ccc1Cl)S(C)(=O)=O
 : 0.9, -13, 0.0, 3, 3, 88, -2.1, 10, -2.1, 8, -1
O=C(/C=C/c1cccc([N+](=O)[O-])c1)N1CCN(C(=O)c2ccco2)CC1
 : 1.5, -16, 2.0, x, -3, 111, -2.6, 14, 0.9, -1, -5
CCN(CC)c1ccc2cc(C=O)c(=O)oc2c1
 : 1.9, -25, 1.4, -9, 6, 410, 0.6, -3, 0.2, 28, 11
Nc1ncc(-c2ccc([N+](=O)[O-])cc2)cn1
 : 39*, 0, 38*, 11, -8, 128, -0.9, 5, 38*, 9, -3
COc1ccc(NC(=O)CS(=O)CC(=O)Nc2cccnc2)cc1 (stereo not drawn)
 : 2.6, -38, 0.1, -31, -6, 116, 0.1, 0, 0.3, 6, 1
O=C(NCCN1CCCC1)c1cc(-c2ccncc2)nc2ccc(S(=O)(=O)N3CCOCC3)cc12
 : 0.2, 242, 0.7, -3, -3, 103, -0.4, 2, 0.8, 4, 0
Cc1ccc(S(=O)(=O)NN2C(=O)/C(=C/c3cccc(F)c3)SC2=S)cc1
 : 4.2, 38, -0.9, -65, 0, 94, -0.4, 2, 1.2, 32, -1
CCCOc1c(Br)cc(C(=O)OCC(=O)NC2CC2)cc1OC
 : 1.2, 10, 2.1, -26, -2, 102, -2.0, 10, 1.1, 6, -9
Cc1ccc(-n2cc(CNC(C)c3cnn(C)c3)c(-c3ccc(F)cc3)n2)cc1 (stereo not drawn)
 : 5.7, 12, 5.0, 7, -3, 118, 366*, i, -0.7, 1, 2
CCOC(=O)CN1N=C(/C=C/c2ccc(C)cc2)CCC1=O
 : 3.2, -7, 2.5, -17, 6, 95, -1.5, 7, -1.4, -7, 8
Cc1cccc(/C=N/NC(=O)C(C)Nc2cccc3ccccc23)n1 (stereo not drawn)
 : -1.2, 0, -0.7, 8, 6, 87, 8.3, -46, -3.7, 0, -5
CCCCOc1ccc(NS(=O)(=O)c2ccc(-n3cnnn3)cc2)cc1
 : 5.8, -12, 1.6, -11, -4, 97, 4.4, -22, 1.8, -4, -1
C=CCSc1nc2sc3c(c2c(=O)n1-c1ccc(C)cc1)CCN(C)C3
 : x, -20, 1.4, 15, 4, 87, -1.0, 5, x, 11, 8
COC(=O)Cc1ccc(NC(=S)NC2CC2)cc1
 : -1.5, -4, 2.5, -1, -9, x, -2.6, 13, 0.1, 11, -8
CC1SC(c2ccc(Cl)cc2Cl)NC1=O (stereo not drawn)
 : 2.9, -14, 5.1, 4, -7, 105, 2.6, -13, -0.6, 7, -1
CN(CC(=O)O/N=C(\N)c1ccc([N+](=O)[O-])cc1)S(=O)(=O)c1ccccc1
 : 0.5, 4, -0.7, -31, 0, 107, 3.9, -20, -2.1, 7, -7
Cc1ccc2oc(C(=O)N(Cc3ccc(N(C)C)cc3)CC3CCCO3)c(C)c2c1 (stereo not drawn)
 : 2.1, x, 1.0, -4, 4, 101, 3.7, -19, 1.7, 23, 8
Cn1c(=O)c2nnn(/N=C(\c3ccccc3)C3CC3)c2n(C)c1=O
 : 0.4, -2, 2.6, -12, 1, 101, -2.5, 14, 0.7, 0, -2
CCc1ccc(N2C(=O)/C(=C/c3cccs3)N(CC(=O)OC)C2=S)cc1
 : 2.8, -11, 0.9, x, -4, 121, 1.1, -6, -0.4, 0, -8
C/C(CCC(C)C)=N\Nc1ccc(S(N)(=O)=O)cc1[N+](=O)[O-]
 : 2.4, 2, 2.4, 18, -4, 105, 12, -66, 0.6, -11, 3
CCOC(=O)Cc1csc(NC(=O)c2ccc(Cl)nc2)n1
 : 0.9, -2, 2.3, 19, -5, 97, 0.2, -1, 3.4, -8, -3
Cc1noc(/C=C/c2ccc(-c3ccccc3Cl)o2)c1[N+](=O)[O-]
 : 1.1, -16, x, -5, 3, 109, 1.9, -11, 1.1, 12, 2
O=C(O)c1cccc(NS(=O)(=O)/C=C/c2ccccc2)c1
 : 1.4, -15, 2.3, 15, 8, 94, -1.0, 5, 1.2, 3, 2
CC(C)[C@H](NS(=O)(=O)c1ccccc1)C(=O)OCC(=O)NCc1ccc2c(c1)OCO2
 : 1.6, -1, 3.1, x, -4, 101, -2.3, 12, 0.4, -12, -1
Clc1ccccc1OCCCCN1CCNCC1
 : 2.6, 7, 1.8, 9, -6, 113, -3.1, 16, 0.9, -13, 3
